Screening data (PubChem BioAssay)
MEKK2wt PB1 HTS: modulators of MEK5 binding to wildtype MEKK2, primary screen, biochemical, multiplex bead flow cytometry, Alexa488-MEK5. AID 1531, 2009. 1.1% of 290,000 active. Mitogen-activated protein kinase kinase kinase 2 (Homo sapiens), Q9Y2U5. binding response (% of control), % at 10 µM. Alexa488-MEK5 binding to MEKK2 WT; actives lie on both sides; in the data active = binding response below about 67% or above about 130%
NS3 helicase inh: inhibitors of HCV NS3 helicase, primary screen, biochemical, Cy5 molecular beacon fluorescence; Hepatitis C virus NS3 helicase; NS3 helicase DNA unwinding; inhibition, % at 10.9 µM; 0.56% of 290,000 active; AID 1800, 2009;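 active = inhibition above the mean of all tested compounds plus 3 SD, set per campaign, cut at about 35% in these data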;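 note: 0% = DMSO wells and 100% = thioflavine S control wells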
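Material: hepatitis C virus NS3 helicase domain fragment enzyme; measured by: Cy5 fluorescence, 0 and 60 min reads; control set: DMSO and thioflavine S; incubation: 60 min unwinding reaction at 25 °C after ATP addition; read-out basis: % inhibition from 60/0 min fluorescence ratio, DMSO 0%, thioflavine S 100%; repeats: singlicate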
GalR3 antag: GalR3 antagonists in HEK293 cells, primary screen, cell-based, fluorescence readout. inhibition, % at 3 µM. 0.44% of 360,000 active. HEK293 GalR3-CNG cAMP membrane potential fluorescence; galR3 body fused to GalR1 C-terminus. Galanin receptor type 3 (Homo sapiens), O60755. AID 651719, 2012;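 active = inhibition above the screen-wide average plus 3 SD, cut at about 13% in these data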;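 note: forskolin and galanin both at EC90 stimulate the cells; cAMP rise reported by CNG channel membrane potential dye signal; 0% = forskolin plus galanin with DMSO and 100% = forskolin alone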
CRFBP-R2 agonist: agonists of CRF-BP/CRF-R2 complex, primary screen, cell-based, HEK293, calcium dye fluorescence, uHTS. 0.46% of 350,000 active. calcium dye fluorescence (FLIPR); percent of saturating CRF peptide response. activation, % at 13.2 µM. AID 588473, 2011. CRF-binding protein / CRF receptor 2 complex (human);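 active = activation of at least 50%, plus an integration ratio under a set limit after plate pattern correction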;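 note: plate controls were neutral control wells without compound for no effect and CRF at EC100 for full effect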
MEKK2mut PB1 HTS: MEK5 binding signal on mutant MEKK2 PB1, primary screen, biochemical, multiplex bead flow cytometry, Alexa488-MEK5; Alexa488-MEK5 binding to MEKK2 mutant; percent response, % at 10 µM; 0.35% of 290,000 active; in the data active = percent response above about 24%, passing the limit was not always enough; note: inactives centre near 1; some results filed as inactive read as strong as hits
CRFBP-R2 block: antagonists of CRF-BP/CRF-R2 complex, primary screen, cell-based, HEK293, calcium dye fluorescence, uHTS; CRF-induced calcium fluorescence; inhibition, % at 11.8 µM; 0.59% of 350,000 active;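 active = inhibition of the ligand-induced calcium signal above about 50% at the single tested concentration, limit read from the data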
SUMO HTRF inh: inhibitors of in vitro SUMOylation cascade, primary screen, biochemical, HTRF, uHTS; SUMO-conjugating enzyme UBC9 (Homo sapiens), P63279; HTRF SUMOylation assay, SAE1/SAE2 + UBC9; inhibition, % at 35 µM; 0.36% of 290,000 active; AID 2006, 2009; in the data active = inhibition above about 50%, passing the limit was not always enough; note: strong numbers were not always called active
Target sequence (P63279 whole entry, looked up): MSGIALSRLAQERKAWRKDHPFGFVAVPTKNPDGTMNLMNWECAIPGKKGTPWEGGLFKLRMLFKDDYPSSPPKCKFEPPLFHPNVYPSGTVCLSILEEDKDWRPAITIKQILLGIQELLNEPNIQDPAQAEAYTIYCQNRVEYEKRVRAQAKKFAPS
MEKK3 PB1 HTS: modulators of MEKK3-MEK5 PB1 binding, primary screen, biochemical, wildtype MEKK3, multiplex bead flow cytometry, Alexa488-MEK5; AID 1529, 2009; bead-based flow cytometry, Alexa488-MEK5 binding to MEKK3; actives lie on both sides; 0 = blocked by unlabeled MEK5, 100 = vehicle; 1.4% of 290,000 active; binding response (% of control), % at 10 µM;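 active = binding response more than 3 SD above or below the average of its plate-row segment, actives on both sides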;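 note: Alexa488 bead fluorescence after subtracting the streptavidin-only scavenger bead signal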
Target sequence (Q99759 whole entry, looked up): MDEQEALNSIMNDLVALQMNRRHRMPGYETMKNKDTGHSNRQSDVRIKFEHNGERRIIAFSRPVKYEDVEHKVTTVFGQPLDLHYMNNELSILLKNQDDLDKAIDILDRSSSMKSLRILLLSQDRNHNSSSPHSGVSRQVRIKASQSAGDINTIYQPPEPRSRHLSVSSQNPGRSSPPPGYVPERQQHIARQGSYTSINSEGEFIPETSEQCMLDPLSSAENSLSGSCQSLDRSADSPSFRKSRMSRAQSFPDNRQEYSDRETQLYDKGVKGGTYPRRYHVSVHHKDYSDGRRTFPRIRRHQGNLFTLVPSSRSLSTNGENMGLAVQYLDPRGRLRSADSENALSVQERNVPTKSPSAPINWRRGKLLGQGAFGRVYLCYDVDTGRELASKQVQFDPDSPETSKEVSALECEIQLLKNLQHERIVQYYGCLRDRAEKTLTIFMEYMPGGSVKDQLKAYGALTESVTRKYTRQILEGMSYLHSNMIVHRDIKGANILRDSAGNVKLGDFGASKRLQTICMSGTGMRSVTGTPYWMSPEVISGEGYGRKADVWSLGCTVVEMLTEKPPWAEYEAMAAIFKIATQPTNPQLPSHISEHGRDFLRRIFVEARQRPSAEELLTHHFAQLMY
DNA FID counter: compounds displacing fluorescent DNA intercalator, primary screen, artefact control for HCV NS3 helicase inhibitor project, biochemical, FID fluorescence | DNA fluorescent intercalator displacement | inhibition, % at 7.9 µM | 0.17% of 290,000 active | AID 1845, 2009; in the data active = inhibition above about 37%;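 note: 0% = vehicle and 100% = reference compound; higher means more ethidium bromide displaced from hairpin DNA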
Numbers without * were called inactive; / = no result given; [ ] = another dose, or the depositor's remark. An excerpt. The share of hits here may be higher or lower than overall.

entry	mol	SUMO HTRF inh	MEKK3 PB1 HTS	DNA FID counter	CRFBP-R2 block	MEKK2wt PB1 HTS	GalR3 antag	MEKK2mut PB1 HTS	NS3 helicase inh	CRFBP-R2 agonist
1	Cc1ccc(OCC(=O)Oc2ccc(C)c(C)c2)cc1	4	106	-21	1	111	-8	4	4	-2.8
2	Cc1nc(SCCC(C)C)c([N+](=O)[O-])[nH]1	-15	93	-1	-15	84	-6	-8	5	-1.4
3	CC(=O)OCCNC(=O)c1cc2ccccc2oc1=O	-7	100	-3	0	101	0	4	-1	0.5
4	COc1ccc(/C=C2\CCCC3C2=NN(C(=O)COC(=O)CNC(=O)c2ccccc2)C3c2ccc(OC)cc2)cc1 (centres undefined)	14	97	-9	-8	91	-3	-7	-5	4.2
5	CCn1c(-c2csc3ccccc23)n[nH]c1=S	4	101	-1	12	105	5	1	-1	-2.5
6	COc1ccc2c3c(cccc13)C(=O)N(O)C2=O	1	112	0	-10	113	-5	0	5	15
7	C=CCn1c(SCC(=O)NC2CCCCC2)nnc1C1CCCCC1	-4	101	-37	3	103	3	3	22	-0.8
8	CC(C)OC(=O)CC12CN3CC(CC(=O)OC(C)C)(CN(C1)C(=O)c1ccccc1C3=O)C2=O	-14	104	-27	2	105	4	3	-2	2.5
9	COc1cc(NC(=O)CSc2nnc(C)s2)cc(OC)c1	4	90	-4	8	94	-3	-5	-3	1.3
10	C=CCNC(=O)CN1C(=O)NC(C)(c2ccc(OC)cc2)C1=O (centres undefined)	0	100	-2	0	103	-8	5	4	-0.5
11	Cc1ccc(-n2nc(C)c3c(C)c(CCC(=O)NC(C)c4ccccc4)c(C)nc32)cc1 (centres undefined)	7	107	0	9	109	2	13	-4	-0.8
12	O=c1c2ccccc2nc(-c2ccccc2)n1CCN1CCOCC1	1	99	-1	10	97	-4	-4	-3	-0.4
13	Cc1cccc(N=C2NC(=O)CS2)c1C	3	87	-1	-10	94	-1	-4	-3	-0.4
14	O=C(NCCc1ccc(Cl)cc1)c1ccc2nccnc2c1	6	100	-10	-1	109	-1	7	1	-1.2
15	CCOC(=O)/C(=C\Nc1ccc(OC(F)(F)F)cc1)Sc1ncc(C(F)(F)F)cc1Cl	-2	107	-4	-2	114	2	11	-1	3.9
16	COc1ccc2[nH]c3c(=O)n(Cc4ccc(C(=O)N5CCCC5)cc4)c(=S)[nH]c3c2c1	-15	104	-3	14	100	-5	0	-4	-0.8
17	COc1cccc(CNCc2ccccc2Br)c1OC	5	102	3	3	106	-8	2	-11	-1.5
18	COC(=O)c1cccc(Cn2nnc3ccccc3c2=O)c1	-14	103	-6	-21	101	-1	5	-3	-2.0
19	CC1(c2ccccc2)CC(C)(C)N(C(=O)CSc2nnc(N)s2)c2ccccc21 (centres undefined)	-10	113	-30	22	98	-3	0	-11	-3.9
20	CC(C)CCN(C(=S)Nc1cccc(F)c1)C1CCN(C(C)C)CC1	12	103	3	-4	100	-6	2	-6	2.5
21	CCOc1ccc(C(=O)NC(=S)Nc2ccccn2)cc1[N+](=O)[O-]	2	109	2	13	101	3	9	8	-1.0
22	CC1CN(C2CCN(S(=O)(=O)c3ccc(F)cc3)CC2)CC(C)O1 (centres undefined)	18	98	2	3	102	-4	-2	0	-1.1
23	CCOc1ccc2c(c1)[N+](C)(C)C(C)(C)C=C2C	-3	95	2	24	97	-8	-2	12	-0.6
24	CCOC(=O)C1CCCN(C(=O)c2csc(-c3ccc4c(c3)CCO4)n2)C1 (centres undefined)	9	104	-32	23	101	-4	-2	-1	-2.2
25	Cc1cccc(C)c1CC(=O)N1CCOCC1	11	103	-2	-2	110	-4	2	0	0.5

Later entries:
entry	mol	SUMO HTRF inh	MEKK3 PB1 HTS	DNA FID counter	CRFBP-R2 block	MEKK2wt PB1 HTS	GalR3 antag	MEKK2mut PB1 HTS	NS3 helicase inh	CRFBP-R2 agonist
26	CC(C)c1ccc(NC2CCCN(C(=O)CN3CCCC3=O)C2)cc1 (centres undefined)	15	102	-30	4	103	-6	2	15	-0.4
27	CCCCOc1ccc(C(=O)C(CN2CCOCC2)c2ccccc2)cc1 (centres undefined)	8	88	-6	-2	100	-3	19	1	2.1
28	O=C(COc1ccc(C(=S)N2CCCC2)cc1)Nc1ccccc1C(F)(F)F	0	104	-27	-28	102	-2	5	0	-2.9
29	O=C(Cn1c(NCCO)nc2ccccc21)c1ccc(Cl)cc1	-14	101	17	-10	101	-1	5	-14	6.9
30	O=[N+]([O-])c1ccc(O)c(/C=N/Nc2ccc(Cl)nn2)c1	-18	99	1	21	101	0	1	-3	-0.6
31	O=C(Nc1cccc(F)c1)c1cc(S(=O)(=O)NCCC2=CCCCC2)ccc1F	-29	103	-6	-25	96	-4	6	-8	-0.8
32	COc1cc(CC(=O)NCCc2ccc(S(N)(=O)=O)cc2)cc(OC)c1OC	13	103	-3	18	102	-4	-1	9	-0.3
33	CN(C)CC[C@@H](c1ccc(Cl)cc1)c1ccccn1	/	98	/	-17	104	/	3	/	1.3
34	CCC(=O)Nc1nc2cc(OC)ccc2s1	-2	99	3	5	92	-3	-3	-3	3.0
35	C[C@H](NC(=O)c1nc[nH]c1C(=O)N1CCN(c2ccccc2)CC1)C(=O)OC(C)(C)C	-21	79*[inhibitor]	/	-2	92	0	-3	/	0.9
36	COC(=O)c1c(-c2snnc2C)n[nH]c1C	17	86	-2	8	86	-2	-4	-3	-0.6
37	Cc1c(C)n(C)c2ccc(C(=O)NCCCN(C)C3CCCCC3)cc12	17	101	13	2	145*	0	12	-17	-1.0
38	Nc1ccccc1NC(=O)c1ccccc1	19	97	2	23	99	-9	-1	-1	-3.0
39	Cc1ccc(NC(=O)Nc2cccn(Cc3c(F)cccc3Cl)c2=O)cc1	64	103	-4	-10	100	-3	0	-7	1.5
40	COc1cc(OC)cc(C(=O)N/N=C(\C)CC(=O)Nc2ccccn2)c1	14	101	-15	-22	98	-8	1	-1	-0.8
41	COc1cccc(CNC(=O)c2nnn(CC(=O)Nc3cc(C)ccc3C)c2N)c1	21	101	-18	-6	95	-7	1	8	0.4
42	COc1cccc(C(=O)N2CCC(CCC(=O)Nc3cccc(C)c3)CC2)c1	8	95	-31	13	95	-4	1	3	-3.4
43	Cc1csc(CNC(=O)c2cc(COc3c(C)cccc3C)on2)n1	-5	96	-46	-6	96	2	3	17	-2.7
44	CC(C)(C)C(=O)Nc1ccccc1C(=O)Nc1ccccn1	1	112	-8	-12	113	1	2	-1	-1.2
45	COc1ccc2c(CC(=O)Nc3ccc(N4CCOCC4)cc3)coc2c1	-2	104	-4	14	101	0	0	11	-2.0
46	CCOC(=O)CSc1nnc(-c2ccc(OC)cc2OC)o1	-6	104	-13	2	104	-5	4	-4	-3.3
47	COc1cc(CN2CCN(c3ccccc3F)CC2)cc(OC)c1O	15	97	15	-3	100	-6	2	-8	-2.3
48	CCOc1ccc2c(c1)s/c(=N\S(=O)(=O)c1ccc(OC)cc1)n2C(F)F	-11	104	-4	22	104	-6	1	-5	-1.2
49	Clc1ccc2c(NCc3ccccn3)ccnc2c1	6	97	-3	4	106	-9	0	-5	1.7
50	Cc1ccc(CN2CCN(c3ccccc3)CC2)o1	6	100	2	14	102	-1	3	-2	0.2

2 records picked at random from those above, as already listed:
entry	mol	SUMO HTRF inh	MEKK3 PB1 HTS	DNA FID counter	CRFBP-R2 block	MEKK2wt PB1 HTS	GalR3 antag	MEKK2mut PB1 HTS	NS3 helicase inh	CRFBP-R2 agonist
41	COc1cccc(CNC(=O)c2nnn(CC(=O)Nc3cc(C)ccc3C)c2N)c1	21	101	-18	-6	95	-7	1	8	0.4
31	O=C(Nc1cccc(F)c1)c1cc(S(=O)(=O)NCCC2=CCCCC2)ccc1F	-29	103	-6	-25	96	-4	6	-8	-0.8

Compound profiles, as listed above. Order of values: SUMO HTRF inh	MEKK3 PB1 HTS	DNA FID counter	CRFBP-R2 block	MEKK2wt PB1 HTS	GalR3 antag	MEKK2mut PB1 HTS	NS3 helicase inh	CRFBP-R2 agonist
Profile of Cc1cccc(C)c1CC(=O)N1CCOCC1 = 11	103	-2	-2	110	-4	2	0	0.5
Profile of O=C(NCCc1ccc(Cl)cc1)c1ccc2nccnc2c1 = 6	100	-10	-1	109	-1	7	1	-1.2

In the list so far, 2 have a tert-butyl group.
entry	mol	SUMO HTRF inh	MEKK3 PB1 HTS	DNA FID counter	CRFBP-R2 block	MEKK2wt PB1 HTS	GalR3 antag	MEKK2mut PB1 HTS	NS3 helicase inh	CRFBP-R2 agonist
35	C[C@H](NC(=O)c1nc[nH]c1C(=O)N1CCN(c2ccccc2)CC1)C(=O)OC(C)(C)C	-21	79*[inhibitor]	/	-2	92	0	-3	/	0.9
44	CC(C)(C)C(=O)Nc1ccccc1C(=O)Nc1ccccn1	1	112	-8	-12	113	1	2	-1	-1.2

Additional entries.
entry	mol	SUMO HTRF inh	MEKK3 PB1 HTS	DNA FID counter	CRFBP-R2 block	MEKK2wt PB1 HTS	GalR3 antag	MEKK2mut PB1 HTS	NS3 helicase inh	CRFBP-R2 agonist
51	CCOc1ccc(-c2nn3c(-c4ccc(F)cc4)nnc3s2)cc1	/	102	-3	-1	97	-2	0	-3	-0.3
52	CCOc1ccccc1NC(=S)N1CCC(c2nc3ccccc3o2)CC1	-5	113	-7	5	96	-4	-1	-3	-0.7
53	CCS(=O)(=O)N1CCC(C(=O)NCc2cccnc2)CC1	12	98	-2	10	94	-1	-3	6	-0.1
54	CCOC(=O)c1sc(N/N=C/c2ccc(N(C)C)cc2)nc1C	-7	105	-6	-16	105	-11	8	-3	2.9
55	COC(=O)C(CO)NC(=O)C(C)NC(=O)CNC(=O)OCc1ccccc1 (centres undefined)	-1	99	-4	8	93	0	-7	0	-2.2
56	COc1ccc(CNC(=O)CSc2nnc3c(n2)[nH]c2ccc(F)cc23)cc1	25	101	-3	1	100	-8	3	-7	0.5
57	CN(C)/C=N/c1nc2nccc(-c3ccc(F)cc3)n2n1	52*	104	-4	5	98	-3	-1	1	-0.7
58	CCCCc1nn2c(N)c(/C=C3\C=Nc4ccccc43)c(=O)nc2s1	2	89	-4	-16	91	-8	-4	1	-1.6
59	O=C(Nc1ccc2c(c1)OCO2)N1CCN(Cc2ccco2)CC1	-20	93	-3	-7	95	-5	-5	-11	-0.9
60	COc1ccc(OCCn2ccnc2C)cc1	8	105	5	3	106	-10	0	-2	0.7
